Screening data as filed in PubChem BioAssay.
EPAC1 agonist: activates human EPAC1 exchange factor. O95398. EPAC1 agonist qHTS, biochemical assay; response scale: 100% = response to 6.5 mM cAMP. Potency, µM (series often up to 154 µM), inactives show top-dose activation, actives largely listed as activators. 360,000 compounds, 0.073% hits; further: potency means the concentration at half of the fitted maximal effect; nearly all actives have a fitted effect of over 60% in size
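Multi-concentration qHTS readout: loss of Rap1B-bound BODIPY-GDP fluorescence driven by 100 nM EPAC1 with excess GDP (50 uM), monitored kinetically at room temperature; agonist response expressed relative to 6.5 mM cAMP.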
EPAC2 antag: EPAC2 (human) antagonism | Q8WZA2 | EPAC2 GEF exchange of Rap1B-BODIPY-GDP, fluorescence | Potency, µM (highest dose often 114 µM), inactives show at the top dose activity, negative = inhibition, actives largely listed as inhibitors | 360,000 compounds, 0.18% hits; further: potency means the concentration at half of the fitted maximal effect; on the % scale 0 is the no-effect control and ±100 the full control effect; nearly all actives have a fitted effect of over 45% in size; many of its hits are not listed in these tables
PLK1 PBD block: blocks phosphopeptide binding to human PLK1 polo-box domain; 360,000 compounds, 2.8% hits; Plk1 PBD binding of FITC phosphopeptide, fluorescence polarization; Potency, µM, for inactives: max response, negative = inhibition, most hits filed as inhibitors; P53350; further: potency means the concentration at half of the fitted maximal effect; series mostly up to about 57 µM; on the % scale 0 is the no-effect control and ±100 the full control effect; nearly all actives have a fitted effect of over 65% in size
WRN inhibitor: WRN helicase (human) inhibition | Q14191 | WRN helicase unwinding, fluorescent forked duplex, kinetic | Potency, µM (doses to about 114 µM), for the others: at the highest dose activity change, negative = inhibition, actives largely listed as inhibitors | 360,000 compounds, 0.46% hits | AID 651768; further: potency means the concentration at half of the fitted maximal effect; on the % scale 0 is the no-effect control and ±100 the full control effect; nearly all actives have a fitted effect of over 55% in size
Target sequence (Q14191 whole entry, looked up): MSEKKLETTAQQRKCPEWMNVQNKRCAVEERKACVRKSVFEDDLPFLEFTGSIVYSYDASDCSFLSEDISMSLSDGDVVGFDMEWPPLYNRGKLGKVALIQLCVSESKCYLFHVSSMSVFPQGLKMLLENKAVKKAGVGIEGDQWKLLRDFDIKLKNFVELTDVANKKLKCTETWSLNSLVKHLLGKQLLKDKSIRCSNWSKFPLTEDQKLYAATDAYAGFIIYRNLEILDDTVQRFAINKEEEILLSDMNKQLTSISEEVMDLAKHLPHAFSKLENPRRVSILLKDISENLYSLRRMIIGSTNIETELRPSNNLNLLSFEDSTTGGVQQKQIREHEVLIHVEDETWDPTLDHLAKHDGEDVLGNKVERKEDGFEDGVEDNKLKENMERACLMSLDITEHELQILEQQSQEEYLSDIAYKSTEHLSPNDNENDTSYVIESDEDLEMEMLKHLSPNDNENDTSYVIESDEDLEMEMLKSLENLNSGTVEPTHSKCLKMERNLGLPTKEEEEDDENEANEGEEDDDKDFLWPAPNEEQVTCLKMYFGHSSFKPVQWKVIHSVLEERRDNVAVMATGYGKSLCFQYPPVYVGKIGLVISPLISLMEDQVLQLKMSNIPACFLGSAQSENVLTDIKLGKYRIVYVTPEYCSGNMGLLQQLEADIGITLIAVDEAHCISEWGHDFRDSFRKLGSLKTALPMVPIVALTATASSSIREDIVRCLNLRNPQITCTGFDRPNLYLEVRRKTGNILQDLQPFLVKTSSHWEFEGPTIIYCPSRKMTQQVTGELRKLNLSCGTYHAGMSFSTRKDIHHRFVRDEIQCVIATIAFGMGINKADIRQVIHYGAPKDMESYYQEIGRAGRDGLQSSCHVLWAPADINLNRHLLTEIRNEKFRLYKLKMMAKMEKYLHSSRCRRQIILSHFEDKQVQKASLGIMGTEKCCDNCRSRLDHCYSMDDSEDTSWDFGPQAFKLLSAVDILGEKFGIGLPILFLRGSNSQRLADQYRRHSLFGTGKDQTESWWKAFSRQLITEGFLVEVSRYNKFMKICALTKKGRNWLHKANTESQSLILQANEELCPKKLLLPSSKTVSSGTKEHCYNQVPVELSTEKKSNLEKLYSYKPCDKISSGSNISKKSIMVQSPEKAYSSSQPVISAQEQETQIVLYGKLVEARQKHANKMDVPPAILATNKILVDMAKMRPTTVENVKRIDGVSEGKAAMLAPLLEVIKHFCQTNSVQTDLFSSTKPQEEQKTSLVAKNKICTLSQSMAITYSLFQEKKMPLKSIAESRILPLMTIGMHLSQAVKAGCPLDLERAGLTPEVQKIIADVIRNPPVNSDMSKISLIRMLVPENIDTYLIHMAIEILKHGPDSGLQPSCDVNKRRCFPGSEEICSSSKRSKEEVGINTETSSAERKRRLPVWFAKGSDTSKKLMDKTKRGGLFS
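Primary qHTS, 1536-well format. 20 nM WRN + compound, 15 min RT; start with 100 nM forked fluorophore/quencher duplex, 2 mM ATP (final); kinetic read ex 525/em 598 nm.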
CCT modulator: changes cytosolic chaperonin activity | purified chaperonin ATPase assay, HTRF ADP detection, 30 min | activity change, % (no concentration beside the values), hits read low | 360,000 compounds, 0.3% hits; in the data active means activity change below about -30%; further: on the % scale 0 is the no-effect control and ±100 the full control effect
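First, chaperonin was dispensed at 40 nM or 20 nM final depending on batch activity. Next, compounds were pinned at 76 uM and ATP added at 10 uM. After 30 min at 37 °C, ADP detection reagents ran 30 min at ambient temperature.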
PI5P4K alpha inh: inhibitors of human PI5P4K alpha; PI5P4Kalpha enzyme, ADP-Glo luminescence, 60 min; stronger effect = lower value; P48426; max response, %; 330,000 compounds, 1.2% hits; active means max response of -50% or lower; inconclusive means between -30% and -50%; inactive means -30% or higher; further: value at the top dose of about 77 µM; on the % scale 0 is the no-effect control and ±100 the full control effect
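Luminescence from ADP-Glo served as readout of PI5P4Kalpha activity in a qHTS format. Reaction: enzyme, substrate, compound, ATP at 5 microM final, 60 min at RT.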
EPAC1 antag: antagonists of human EPAC1; O95398; EPAC1 GEF assay, Rap1b-BODIPY-GDP exchange fluorescence; Potency, µM (highest dose often 115 µM), for inactives: at the top dose activity change, negative = inhibition, hits mostly inhibitors; 360,000 compounds, 0.14% hits; AID 720709;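 further: potency means the concentration at half of the fitted maximal effect; plate controls were vehicle for no effect and positive control for full effect; nearly all actives have a fitted effect of over 50% in size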
MmCpn inh: inhibitors of Methanococcus maripaludis chaperonin (MmCpn); purified Mm-Cpn ATPase, ADP Transcreener TR-FRET; Potency, µM (highest dose often 76.9 µM), for inactives: at the highest dose activity, negative = inhibition, usual class: inhibitors; 330,000 compounds, 0.031% hits; further: potency means the concentration at half of the fitted maximal effect; on the % scale 0 is the no-effect control and ±100 the full control effect; nearly all actives have a fitted effect of over 80% in size
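Quantitative HTS used 25 nM Mm-CPN and 10 uM ATP in magnesium/KCl Tris buffer, pH 7.4, with 1 mM DTT. Hydrolysis ran 30 min at 37°C; ADP was read by HTRF.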
Starred values were filed as active, the others as inactive; ? = inconclusive; · = not tested or not shown; [ ] = another dose, or the depositor's remark. Unless noted, the call rests on the fitted dose curve; in most records, active means well fitted curve in the direction sought with a large enough effect; inconclusive means small, poorly fitted or top-dose-only effect, or another doubt; inactive means no such curve, though single readings can be large; an effect the other way counts as inactive or inconclusive.

nr	EPAC1 agonist	EPAC2 antag	PLK1 PBD block	WRN inhibitor	CCT modulator	PI5P4K alpha inh	EPAC1 antag	MmCpn inh	structure
1	12.0%	1.1%	-0.2%	-4.2%	-0.8	0.5	11.5%	0.4%	COc1cccc(CNC(=O)c2ccc(C3SCCS3)cc2)c1
2	7.6%	2.8%	2.2%	-0.4%	0.0	7.6	20.8%	0.1%	CCOc1ncccc1C(=O)OCC(=O)NC1CCCCC1
3	11.9%	0.5%	?	-13.4%	0.1	-7.2	4.0%	0.0%	CCCCC(c1nnnn1CC1CCCO1)N1CCN(c2nc3ccccc3s2)CC1 (stereo not drawn)
4	9.3%	6.6%	6.9%	-8.8%	-2.6	-2.6	6.6%	-0.8%	O=C(c1ccc(Cl)cc1)N1CCC(C(=O)N2CCN(c3ncccn3)CC2)CC1
5	7.3%	-4.4%	-12.1%	6.9%	-0.6	-4.1	0.7%	-4.9%	CN(C)C(CNC(=O)C1CCN(S(=O)(=O)c2cccc(Cl)c2Cl)CC1)c1ccccc1 (stereo not drawn)
6	-9.8%	16.8%	0.4%	-13.6%	-0.1	1.5	14.3%	0.6%	CN1CC(=O)N(CC(=O)Nc2ccc3c(c2)CCC3)C1=O
7	2.6%	-0.8%	-10.1%	3.1%	-0.5	-8.1	-1.9%	-1.3%	COc1ccc(C(=O)CNc2ccccc2C#N)cc1
8	-1.0%	19.8%	-19.1%	0.2%	0.5	-1.3	-23.4%	-1.9%	COc1ccccc1NC(=S)N1CCN(c2ccc(F)cc2)CC1
9	-7.7%	2.6%	-2.0%	10.5%	0.7	0.6	-24.0%	-0.5%	COc1ccc2nc(SCC(=O)c3c(N)n(C4CC4)c(=O)[nH]c3=O)[nH]c2c1
10	-9.5%	18.7%	-4.5%	-1.4%	0.1	-0.1	-10.1%	0.0%	O=C(CCCn1nnc2ccccc2c1=O)N[C@H](C(=O)O)c1ccccc1

nr	EPAC1 agonist	EPAC2 antag	PLK1 PBD block	WRN inhibitor	CCT modulator	PI5P4K alpha inh	EPAC1 antag	MmCpn inh	structure
11	-4.7%	14.8%	-10.3%	-7.0%	-1.7	-4.6	-11.1%	-2.3%	CCN1C(=O)/C(=C2/C=CC=CN2C)SC1=S
12	2.0%	1.7%	-0.3%	0.5%	-1.6	·	19.0%	0.0%	Cc1ccc(C(=O)Cn2nnc(-c3ccccc3-n3cnnn3)n2)cc1
13	-0.8%	7.7%	-19.7%	-14.3%	-0.7	-7.4	6.1%	2.5%	CCN(CC)C(=O)c1sc(NC(=O)c2ccncc2)c(C(=O)OC)c1C
14	0.7%	-5.1%	-15.9%	-33.8%	-2.7	-11.0	-6.7%	2.6%	O=C(CSc1ccc(-c2cccnc2)nn1)Nc1ccccc1F
15	-7.2%	-0.4%	-6.4%	-1.7%	-0.4	1.4	4.3%	-0.5%	COc1ccc(CNC(=O)CN(Cc2ccccc2)C(=O)CCC(=O)Nc2nccs2)cc1
16	-19.8%	4.0%	-1.1%	8.8%	-3.1	-0.5	15.9%	0.4%	CC12CC3(C)CC(C)(C1)CC(C(=O)NCCc1ccc(S(N)(=O)=O)cc1)(C2)C3
17	-21.0%	?	-3.4%	-9.4%	-5.3	0.7	-16.6%	-3.1%	Cc1ccc(N(C)S(=O)(=O)c2cccc(C(=O)N(C)Cc3cnn(-c4ccccc4)c3)c2)cc1
18	-1.9%	5.9%[57.1 µM]	-3.3%	5.6%	-0.5	-1.4	-25.8%	1.3%	CCOc1ccccc1CN1CCN(CCCn2cccn2)CC1CCO (stereo not drawn)
19	0.8%	14.3%	9.2%	6.2%	-2.0	5.8	-12.6%	-8.3%	COc1ccc(C(=O)c2ccc3oc(-c4ccc(OC)cc4)c(-c4ccc(O)cc4)c3c2)cc1
20	-13.0%	-4.2%	2.8%	-4.5%	0.6	8.4	0.8%	0.1%	O=C(CN1C(=O)NC2(CCCC2)C1=O)Nc1ccc(OC(F)(F)F)cc1

nr	EPAC1 agonist	EPAC2 antag	PLK1 PBD block	WRN inhibitor	CCT modulator	PI5P4K alpha inh	EPAC1 antag	MmCpn inh	structure
21	8.9%	-0.5%	-14.2%	-4.7%	-3.0	-16.2	-13.9%	-4.9%	Cc1cc(-c2cn3ccccc3n2)c(C)n1-c1ccccc1
22	-16.7%	5.2%	26.7µM*	-1.0%	-1.8	?	7.0%	-2.1%	[N-]=C=C1C(=S)NC(=O)[C@H]([n+]2ccccc2)[C@H]1c1ccc(Cl)cc1
23	7.8%	12.7%	-0.8%	9.8%	1.2	-4.9	11.6%	2.6%	COc1ccc(C(=O)NCCCN2CCOCC2)cc1S(=O)(=O)N1CCCc2ccccc21
24	7.0%	11.9%	?	-2.7%	-1.5	1.8	-2.9%	-1.5%	COc1ccc(Cc2nnc(NC(=O)Cn3cnc4c3c(=O)n(C)c(=O)n4C)s2)cc1OC
25	0.7%	-4.5%	-15.8%	-20.7%	-0.7	-25.5	-9.6%	-3.7%	O=C(CCc1nnc2ccc(NCc3ccco3)nn12)Nc1cccc(F)c1
26	1.2%	1.6%	-0.5%	-5.2%	-3.3	-7.1	-14.1%	-0.3%	CCN(CC)c1ccc(C=Nc2ccc(OC)c(S(=O)(=O)N3CCOCC3)c2)c(O)c1
27	-0.3%	22.0%	-7.3%	0.6%	0.3	-2.6	9.3%	-0.3%	C#CCOCCOCCOCCNc1nc(N2CCN(C(=O)[C@H](CCC(=O)O)n3cc([C@@H](N)CCCCN)nn3)CC2)nc(N2CCN(C(=O)[C@H](CCC(=O)O)n3cc([C@@H](N)CCCCN)nn3)CC2)n1
28	-4.4%	20.4%	-9.1%	0.8%	-2.6	21.4	1.1%	0.1%	Oc1ccc(C[C@H]2CNCCN2CCC23CC4CC(CC(C4)C2)C3)cc1
29	-2.0%	12.0%	-0.7%	-22.4%[57.1 µM]	-0.7	1.7	-3.7%	0.4%	COc1ccc(Br)cc1/C=N/NC(=O)c1cc(OC)c(OC)c(OC)c1
30	6.0%	5.5%	5.1%	-16.8%	-1.3	28.0	-26.3%	0.6%	O=C(CSc1ccccn1)Nc1nc2c(ccc3ccccc32)s1
31	1.5%	2.2%	26.7µM*	-2.8%	-0.7	·	1.6%	-1.8%	Cc1cc(C(=O)Nc2sc3c(c2C#N)CCCC3)no1
32	8.7%	-2.8%	-16.3%	-9.2%	0.0	2.4	-1.3%	-5.7%	c1ccc(-n2nnnc2SCc2cccc3nsnc23)cc1
33	5.1%	-7.6%	-16.7%	?	-3.7	0.4	-7.7%	0.7%	COc1ccc(-n2c(N)c(C(=O)Nc3c(C)n(C)n(-c4ccccc4)c3=O)c3nc4ccccc4nc32)cc1

Reprinted: entries 22–33
nr	EPAC1 agonist	EPAC2 antag	PLK1 PBD block	WRN inhibitor	CCT modulator	PI5P4K alpha inh	EPAC1 antag	MmCpn inh	structure
22	-16.7%	5.2%	26.7µM*	-1.0%	-1.8	?	7.0%	-2.1%	[N-]=C=C1C(=S)NC(=O)[C@H]([n+]2ccccc2)[C@H]1c1ccc(Cl)cc1
23	7.8%	12.7%	-0.8%	9.8%	1.2	-4.9	11.6%	2.6%	COc1ccc(C(=O)NCCCN2CCOCC2)cc1S(=O)(=O)N1CCCc2ccccc21
24	7.0%	11.9%	?	-2.7%	-1.5	1.8	-2.9%	-1.5%	COc1ccc(Cc2nnc(NC(=O)Cn3cnc4c3c(=O)n(C)c(=O)n4C)s2)cc1OC
25	0.7%	-4.5%	-15.8%	-20.7%	-0.7	-25.5	-9.6%	-3.7%	O=C(CCc1nnc2ccc(NCc3ccco3)nn12)Nc1cccc(F)c1
26	1.2%	1.6%	-0.5%	-5.2%	-3.3	-7.1	-14.1%	-0.3%	CCN(CC)c1ccc(C=Nc2ccc(OC)c(S(=O)(=O)N3CCOCC3)c2)c(O)c1
27	-0.3%	22.0%	-7.3%	0.6%	0.3	-2.6	9.3%	-0.3%	C#CCOCCOCCOCCNc1nc(N2CCN(C(=O)[C@H](CCC(=O)O)n3cc([C@@H](N)CCCCN)nn3)CC2)nc(N2CCN(C(=O)[C@H](CCC(=O)O)n3cc([C@@H](N)CCCCN)nn3)CC2)n1
28	-4.4%	20.4%	-9.1%	0.8%	-2.6	21.4	1.1%	0.1%	Oc1ccc(C[C@H]2CNCCN2CCC23CC4CC(CC(C4)C2)C3)cc1
29	-2.0%	12.0%	-0.7%	-22.4%[57.1 µM]	-0.7	1.7	-3.7%	0.4%	COc1ccc(Br)cc1/C=N/NC(=O)c1cc(OC)c(OC)c(OC)c1
30	6.0%	5.5%	5.1%	-16.8%	-1.3	28.0	-26.3%	0.6%	O=C(CSc1ccccn1)Nc1nc2c(ccc3ccccc32)s1
31	1.5%	2.2%	26.7µM*	-2.8%	-0.7	·	1.6%	-1.8%	Cc1cc(C(=O)Nc2sc3c(c2C#N)CCCC3)no1
32	8.7%	-2.8%	-16.3%	-9.2%	0.0	2.4	-1.3%	-5.7%	c1ccc(-n2nnnc2SCc2cccc3nsnc23)cc1
33	5.1%	-7.6%	-16.7%	?	-3.7	0.4	-7.7%	0.7%	COc1ccc(-n2c(N)c(C(=O)Nc3c(C)n(C)n(-c4ccccc4)c3=O)c3nc4ccccc4nc32)cc1

Only part of the results is shown, so the mix of outcomes need not match the whole.
